# MC4R barr agon: MC4R agonists recruiting beta-arrestin, primary screen, cell-based, luminescence, agonist arm of biased-ligand search | actives 0.98% (n = 360,000) | Melanocortin receptor 4 (Homo sapiens), P32245 | AID 540308, 2011 | activation, % at 8.9 µM | U2OS MC4R beta-arrestin complementation; percent of melanotan II response, DMSO zero;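 active means activation above a per-plate cutoff, the mean activation of sample wells on that plate plus 3 SD, cut at about 8% in these data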
# Target sequence (P32245 whole entry, looked up): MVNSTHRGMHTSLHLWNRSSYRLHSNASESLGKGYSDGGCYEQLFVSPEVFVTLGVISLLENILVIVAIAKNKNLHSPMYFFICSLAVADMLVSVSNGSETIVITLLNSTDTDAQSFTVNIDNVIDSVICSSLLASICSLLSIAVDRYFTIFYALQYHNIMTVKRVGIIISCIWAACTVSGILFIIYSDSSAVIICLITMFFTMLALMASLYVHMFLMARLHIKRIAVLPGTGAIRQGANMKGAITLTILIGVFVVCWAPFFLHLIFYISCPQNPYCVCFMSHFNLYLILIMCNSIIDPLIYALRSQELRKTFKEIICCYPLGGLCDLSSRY
# ABCB6 inh 2: ABCB6 transporter inhibitors, primary screen, K562-ABCB6 cells, flow cytometry, MLPCN library; ATP-binding cassette sub-family B member 6 (Homo sapiens), Q9NP58; K562-ABCB6 porphyrin accumulation, 1 h; stronger effect = lower value; fluorescence ratio to DMSO, % at 10 µM; actives 0.19% (n = 360,000); AID 602162, 2011;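 active means fluorescence ratio to DMSO below 75%, the collection mean minus 3 SD; inconclusive means too few cells collected in the well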;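 further: signal is porphyrin accumulated inside mitochondria; 100% equals median channel fluorescence of DMSO control wells; lower ratio means ABCB6 inhibition with less porphyrin fluorescence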
# ABHD5 PLIN5 PPI: ABHD5-PLIN5 interaction inhibitors, primary screen, cell lysate, split luciferase complementation, luminescence | inhibition, % at 4 µM | actives 0.78% (n = 360,000) | Split G. princeps luciferase complementation, 4 h;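 active means inhibition above the mean inhibition across every tested compound plus 3 SD, cut at about 22% in these data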;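 further: 0% = DMSO only wells and the 100% control is not disclosed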
# Vif imaging: HIV Vif self-association inhibitors, primary screen, imaging, HEK293T, single point. HEK293T cells, Vif self-association by quenched fluorescence, 24 h. inhibition, % at 7.49 µM. actives 0.35% (n = 340,000); in the data active means inhibition above about 50%, passing the limit was not always enough; inconclusive means no clear call, values can overlap the other calls; inactive means below about 31%; further: some results filed as inactive read as strong as hits
# aDG glyco up: activators of alpha-DG glycosylation, primary screen, uHTS, Pro5-aDG cells, AlphaScreen | AID 624168, 2012 | alpha-DG glycosylation AlphaScreen (IIH6); 0% Pro5, 100% B10-LARGE cell signal | activation, % at 10 µM | actives 0.22% (n = 360,000);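 active means activation of at least 8% versus controls, or a plate z-score of at least 8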;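 further: Pro5 are CHO cells carrying HIG-tagged alpha-DG that lacks glycosylation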
# MC4R antagonist: MC4R antagonists of cAMP signaling, primary screen, cell-based, TR-FRET, antagonist arm of biased-ligand search; inhibition, % at 6.5 µM; actives 0.48% (n = 360,000); AID 540295, 2011; MC4R-expressing cells, MTII-stimulated cAMP, LANCE TR-FRET;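 active means inhibition above its plate's cutoff, the mean of tested wells on that plate plus 3 SD, cut at about 29% in these data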;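 further: 0% = Melanotan II alone and 100% = Melanotan II plus saturating MCL0020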
#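 Assay system: U2OS-MC4R stable cell line; Also added: Melanotan II; Technique: Eu-cAMP/anti-cAMP TR-FRET, emission 671 nm; Times: 30-min compound, 1-h challenge, 1-h detection, room temperature.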
# Granule exo inh: LAMP-1 surface exposure blockers, TALL-104 cells – cell-based, flow cytometry, MLPCN library, primary screen; TALL-104 LAMP-1 surface exposure; cells stimulated with thapsigargin and PMA; inhibition, % at 10 µM; actives 0.66% (n = 360,000); AID 651702, 2012;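 active means inhibition above about 55%, limit read from the data; inconclusive means no clear call, values can overlap the other calls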
# Glyco luc inh: increase of ERlucT glycosylation luciferase signal, primary screen, N-linked glycosylation inhibitor project, D54 ERlucT cells, luminescence, set 2; AID 588692, 2011; D54 ERlucT glycosylation luciferase reporter, 24 h; percent of 100 nM tunicamycin response; reporter increase, % at 12.5 µM; actives 0.23% (n = 360,000);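 active means mean luciferase reporter signal, scaled so untreated is 0 and the glycosylation-blocking control 100, at or above a set limit in every replicate; inconclusive means mean reaches the limit but not every replicate does; inactive means mean below the limit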;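 further: luciferase carries N-glycosylation sites so blocking glycosylation raises the light; 0% = median of neutral control wells and 100% = median of 100 nM tunicamycin wells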
# NOD2 RIPK2 PPI: NOD2-RIPK2 binding disruptors in cells, primary screen, fluorescence, CHO cells, BLA complementation; Receptor-interacting serine/threonine-protein kinase 2 (Homo sapiens), O43353; CCF4 ratio; actives 0.38% (n = 360,000); inhibition, % at 4.98 µM; in the data active means inhibition above about 21%;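 further: 0% = vehicle only and 100% = reference blocker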
# Target sequence (O43353 whole entry, looked up): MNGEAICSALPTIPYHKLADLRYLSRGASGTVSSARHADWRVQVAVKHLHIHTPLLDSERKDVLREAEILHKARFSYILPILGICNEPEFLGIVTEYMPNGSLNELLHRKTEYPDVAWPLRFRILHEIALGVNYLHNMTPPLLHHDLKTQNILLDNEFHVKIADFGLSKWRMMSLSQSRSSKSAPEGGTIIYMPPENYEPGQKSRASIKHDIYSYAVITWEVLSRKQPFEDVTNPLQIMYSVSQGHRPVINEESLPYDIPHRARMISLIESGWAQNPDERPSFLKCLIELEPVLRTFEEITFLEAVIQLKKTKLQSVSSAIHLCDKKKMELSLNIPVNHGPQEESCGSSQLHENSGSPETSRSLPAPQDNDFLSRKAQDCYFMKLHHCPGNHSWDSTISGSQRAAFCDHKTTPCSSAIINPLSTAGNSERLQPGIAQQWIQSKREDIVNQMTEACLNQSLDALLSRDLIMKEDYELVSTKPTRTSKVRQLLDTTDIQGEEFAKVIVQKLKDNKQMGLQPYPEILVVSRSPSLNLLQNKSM
# TLR9-MyD88 inh: inhibitors of TLR9-MyD88 association in cells, primary screen, cell-based, CHO, BLA complementation, fluorescence | Toll-like receptor 9 (Homo sapiens) + Myeloid differentiation primary response protein … | actives 0.21% (n = 340,000) | CCF4 FRET ratio | inhibition, % at 4.98 µM;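 active means inhibition above the mean over all tested compounds plus 3 SD, cut at about 21% in these data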;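 further: 0% = DMSO only wells and 100% = clavulanate BLA inhibitor control wells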
# Numbers without * were called inactive; ? = inconclusive; nt = not tested or not shown; & = joins results of further samples. An excerpt; count on the stated rates, not on these rows.
MC4R barr agon,ABCB6 inh 2,ABHD5 PLIN5 PPI,Vif imaging,aDG glyco up,MC4R antagonist,Granule exo inh,Glyco luc inh,NOD2 RIPK2 PPI,TLR9-MyD88 inh,compound
2.2,101,1,-8,0.0,16,11,-1,5,-8,O=C(Cn1cc([N+](=O)[O-])cn1)Nc1ccc(Cn2cc(Br)cn2)cc1
-0.3,93,-2,-5,0.1,6,-10,-7,-17,-4,CCN1CCN(c2nnc(-c3ccccc3)c3ccccc23)CC1
5.1,100,-4,9,0.0,13,4,-4,1,1,CC1Cc2ccccc2N1Cc1cccc([N+](=O)[O-])c1 (configuration not stated)
-3.4,100,1,-1,0.2,-1,-10,3,-11,0,N#C/C(=C\c1cccs1)C(=O)c1ccccc1
0.9,97,-3,1,0.1,1,3,3,1,-1,CCn1c(C)c(C(C)=O)c(N2CCCC2)nc1=S
-2.0,98,-1,nt,0.0,9,3,-1,-5,-11,CN(Cc1ccccc1Cl)C(=O)CCNC(=O)c1ccco1
-3.1,95,7,6&4,-0.1,26,15,1,11,1,COc1ccc(C(=O)/C=C/c2cc(C(=O)O)cc3c2OCOC3)c(O)c1
6.5,100,-4,40*,-0.4,6,0,2,-11,2,Cc1cc(=O)oc2cc(OCc3cc4c(cc3Cl)OCO4)ccc12
-3.2,101,0,19,-0.3,2,6,-1,-6,-2,CC1CCCCC1NC(=O)c1ccc(NS(=O)(=O)c2ccc3[nH]c(=O)[nH]c3c2)cc1 (configuration not stated)
0.4,104,-2,6,-0.1,-6,-4,3,4,-6,O=c1[nH]c2cccc(F)c2n2cccc12
0.4,108,2,4,0.2,11,-3,-1,1,-10,O=c1oc(/C=C/c2ccco2)nc2sc3c(c12)CCC3
-1.8,88,1,0,-0.1,-3,-4,0,-4,4,C[C@H]1COC(=O)[C@@H](NC(=O)OCC2c3ccccc3-c3ccccc32)C/C=C\C[C@H](CC(=O)NCCO)C(=O)N1
-4.0,102,-2,-1,0.3,29*,-1,6,9,3,O=C(OCC(=O)N1CCCC1=O)c1nc(Cl)c(Cl)c(Cl)c1Cl
-1.1,95,-1,27,0.5,1,-6,-1,-2,-11,Cc1ccc(NCC2(N=Cc3ccccc3)OC(CO)C(O)C2O)cc1 (configuration not stated)
-2.2,101,4,-1,0.2,5,2,2,-12,-5,CCC(CC)c1nnc(NC(=O)CN2C(=O)NC3(CCCC3)C2=O)s1
2.4,99,2,-5,0.1,7,-1,1,-2,-3,O=C(NCc1cccnc1)c1c(O)c2cccc3c2n(c1=O)CCC3
-4.0,100,-11,-4,0.0,9,-3,1,0,7,Cc1cccc(CN2CCN(C(=O)CN(C)C(C)C(=O)Nc3ccc(C(N)=O)cc3)CC2)c1 (configuration not stated)
2.3,92,-7,-15,0.1,23,5,-12,-14,1,O=C(c1cc(-c2ccc(Cl)cc2Cl)on1)N1CCCCCC1
-0.6,103,3,5,-0.1,16,?,0,-5,-8,CCNC(=O)COc1cccc(C(=O)NCc2ccccc2)c1
-1.6,95,3,10,-0.2,-3,41,3,0,-6,CCOc1ccc(C(C)=O)cc1COc1ccc(C)nc1[N+](=O)[O-]
-0.9,185,0,nt,-0.3,4,-12,0,-9,4,CC1(C)CC(=O)C(C=NC2CCCCC2)=C(O)C1
-0.7,87,6,-4,0.2,8,2,-1,-1,-9,Cc1ccc(CN2CC(C(=O)Nc3ccc4c(C)cc(=O)oc4c3)CC2=O)cc1 (configuration not stated)
-1.7,99,-7,0,-0.1,0,-3,1,-13,-1,COc1cccc(Nc2ncnc3sc(C)cc23)c1
0.6,92,7,4,2.3,-3,11,2,-14,1,COCc1cc(C)nc2sc3c(=O)n(Cc4ccco4)nnc3c12
-1.6,99,2,4,-0.1,-3,-1,-2,-6,1,Nc1ccc(Nc2ccccc2)c(Cl)c1
-3.6,98,2,-4,0.4,11,-17,4,1,0,CN(CC(=O)Nc1cccc(F)c1)C(=O)c1cc([N+](=O)[O-])ccc1N1CCCCC1
-0.7,102,2,nt,0.3,4,-4,1,4,12,CC(C(=O)O)N(c1ccccc1Cl)S(C)(=O)=O (configuration not stated)
0.8,97,4,2,-0.2,10,-9,3,7,-9,Cc1ccc(C(=O)Nc2sc(Cc3ccc4c(c3)OCO4)c(C)c2C(N)=O)cc1
nt,96,-4,nt,0.0,nt,-4,nt,5,nt,O=S1(=O)N[C@@H](Cc2ccccc2)COc2cccc(N3CCN(Cc4ccccc4F)CC3)c21
-1.3,95,0,-1,0.6,-2,1,4,-3,-6,CCOC(=O)C1=C(C)NC(=O)NC1c1c(C)nn(-c2ccccc2)c1Cl (configuration not stated)

# Copied from above (11 entries):
MC4R barr agon,ABCB6 inh 2,ABHD5 PLIN5 PPI,Vif imaging,aDG glyco up,MC4R antagonist,Granule exo inh,Glyco luc inh,NOD2 RIPK2 PPI,TLR9-MyD88 inh,compound
-3.4,100,1,-1,0.2,-1,-10,3,-11,0,N#C/C(=C\c1cccs1)C(=O)c1ccccc1
0.9,97,-3,1,0.1,1,3,3,1,-1,CCn1c(C)c(C(C)=O)c(N2CCCC2)nc1=S
-2.0,98,-1,nt,0.0,9,3,-1,-5,-11,CN(Cc1ccccc1Cl)C(=O)CCNC(=O)c1ccco1
-3.1,95,7,6&4,-0.1,26,15,1,11,1,COc1ccc(C(=O)/C=C/c2cc(C(=O)O)cc3c2OCOC3)c(O)c1
6.5,100,-4,40*,-0.4,6,0,2,-11,2,Cc1cc(=O)oc2cc(OCc3cc4c(cc3Cl)OCO4)ccc12
-3.2,101,0,19,-0.3,2,6,-1,-6,-2,CC1CCCCC1NC(=O)c1ccc(NS(=O)(=O)c2ccc3[nH]c(=O)[nH]c3c2)cc1 (configuration not stated)
0.4,104,-2,6,-0.1,-6,-4,3,4,-6,O=c1[nH]c2cccc(F)c2n2cccc12
0.4,108,2,4,0.2,11,-3,-1,1,-10,O=c1oc(/C=C/c2ccco2)nc2sc3c(c12)CCC3
-1.8,88,1,0,-0.1,-3,-4,0,-4,4,C[C@H]1COC(=O)[C@@H](NC(=O)OCC2c3ccccc3-c3ccccc32)C/C=C\C[C@H](CC(=O)NCCO)C(=O)N1
-4.0,102,-2,-1,0.3,29*,-1,6,9,3,O=C(OCC(=O)N1CCCC1=O)c1nc(Cl)c(Cl)c(Cl)c1Cl
-1.1,95,-1,27,0.5,1,-6,-1,-2,-11,Cc1ccc(NCC2(N=Cc3ccccc3)OC(CO)C(O)C2O)cc1 (configuration not stated)

# Following part
MC4R barr agon,ABCB6 inh 2,ABHD5 PLIN5 PPI,Vif imaging,aDG glyco up,MC4R antagonist,Granule exo inh,Glyco luc inh,NOD2 RIPK2 PPI,TLR9-MyD88 inh,compound
0.2,103,2,-11,0.2,-3,-5,-2,-2,0,O=C(CN1C(=O)NC2(CCOc3ccccc32)C1=O)c1cccs1 (configuration not stated)
-0.3,100,-1,21,-0.1,-1,3,2,-3,6,COCC(=O)Nc1nnc(SCC(=O)N2C(C)CCCC2C)s1 (configuration not stated)
1.3,98,0,-1,-0.4,14,0,0,1,6,CCOc1ccccc1-n1nnnc1SCC(=O)Nc1cc2oc3ccccc3c2cc1OC
-3.1,95,1,8,-0.2,7,-3,0,-5,1,O=C(NCc1nnc2c(C(F)(F)F)cc(Cl)cn12)c1ccco1
-0.6,92,-6,-7,0.1,8,0,-4,7,-5,CC(C)(C)c1ccc(OCCC(=O)Nc2cccc(S(=O)(=O)N3CCOCC3)c2)cc1
-0.8,105,-9,1,0.1,0,2,2,6,-3,Cc1ccc(N)cc1CN1CCCC1=O
-1.8,101,-4,-9,0.0,16,4,-3,7,0,Cc1cccc(NC(=O)N2CCC(n3nnc4cc(C)ccc43)CC2)c1
1.7,109,9,10,-0.3,4,2,1,9,-7,Cc1cccc(C)c1N1C(=O)C2ON(c3ccccc3)C(c3ccncc3)C2C1=O (configuration not stated)
-0.3,96,-7,-4,-0.3,4,0,1,-13,-1,O=S1(=O)N=C2CCCCCN2C(c2ccccc2)N1 (configuration not stated)
0.0,105,1,-9,-0.1,15,-3,2,7,8,COC(=O)/C(C#N)=C/c1c(N2CCCCCC2)nc2c(C)cccn2c1=O
-0.1,98,3,2,-0.1,-1,-1,0,-3,0,Cc1cc(=O)n2cn[nH]c2n1
-0.6,105,2,6,0.3,-1,-1,-5,-20,1,CC(=O)c1ccc(NC(=O)c2cc(Cl)nc3ccccc23)cc1
-0.3,100,-7,9,-0.2,3,-2,1,1,6,CSc1ccccc1NC(=O)c1cc(C)on1
-2.2,99,10,-2,1.4,-13,-3,8,7,6,COC(=O)Nc1ccc(S(=O)(=O)N2CCCc3cccc(O)c32)cc1
-1.9,98,-3,-3,0.1,33*,5,0,-3,-6,CC(C)CNC(=O)COC(=O)CNC(=O)c1cc(Cl)cc([N+](=O)[O-])c1
0.2,100,-2,-2,-0.1,5,1,-3,-3,0,CS(=O)(=O)c1ccc2nc(NC(=O)c3ccc(Cl)cc3)sc2c1
-0.6,91,2,0,0.3,-2,0,4,-7,2,O=C(Cn1c(=O)n(CCCC(=O)NC2CCCC2)c(=O)c2ccccc21)NCCC1=CCCCC1
-3.9,104,9,-14,0.7,6,-4,-1,-7,5,CCN(c1ccc(NC(=O)COC(=O)C(C)N=C2NS(=O)(=O)c3ccccc32)cc1)C(C)C (configuration not stated)
-1.2,105,14,12,1.5,2,4,-1,-5,5,CN(C)CCCNc1oc(-c2ccc(Cl)cc2)nc1C#N
-2.5,98,-8,6,0.1,-4,-8,2,-2,0,CCOc1cc(/C=N\NC(=O)C2C(=O)NCC2c2ccccc2)ccc1OC (configuration not stated)
-2.0,86,-1,-3,0.1,0,-3,-4,-5,9,O=C(OCC(=O)N1CCCC1)c1ccc(OC(F)(F)F)cc1
2.3,100,3,2,-0.1,-3,1,1,-7,-3,Cc1cc(C)n(/N=C/c2ccco2)c(=O)c1C#N
-1.2,97,-1,-4,0.2,2,-1,2,-8,-2,CCn1c(CN2CCOCC2)nnc1SCC(=O)Nc1cccc(C)c1
